# MrgX1 allo act: allosterically activates human MrgX1 receptor signaling; actives 0.63% (n = 310,000); Q96LB2; B-score at 10 µM; MrgX1-HEK293, Fluo-4 calcium flux, FDSS; stronger effect = higher value;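 active = plate-corrected calcium response at least 3 library SD above typical, normal starting fluorescence, not activating the receptor alone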;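 note: compound read alongside a low EC10 to EC30 dose of BAM8-22 agonist; peak minus trough fluorescence over baseline measured at the second addition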
# TRPC6 inh: mouse TRPC6 channel inhibition | AID 2553 | HEK293-TRPC6, membrane potential dye, ACh-evoked depolarization; stronger effect = lower value | B-score at 10 µM | actives 1.1% (n = 310,000) | Q61143;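 active = B-score under library mean minus 3 SD, initial fluorescence not abnormally high, positive integrated signal ratio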;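 note: B-score derived from integrated fluorescence ratio over the kinetic read; more negative B-score means stronger inhibition of depolarization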
# HIF act: HIF pathway transcriptional activation. U2OS HRE-luciferase reporter, luminescence; normalized: DMSO 0%, desferrioxamine 100%. activation, % at 7.5 µM (by protocol). actives 0.32% (n = 300,000);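 active = mean activation of at least 10% of the iron chelator positive control signal, with at least half of replicates also reaching 10%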
# MrgX1 antag: human MrgX1 receptor antagonism, primary screen | MRGX1-HEK293 calcium flux, Fluo-4, BAM8-22 antagonism; stronger effect = lower value | actives 1.3% (n = 310,000) | Q96LB2 | B-score at 10 µM;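 active = calcium-response B-score plate-corrected more than 3 library SD below zero, starting fluorescence within 5 deviations, no agonist response on first addition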;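 note: peak minus trough fluorescence over baseline after final BAM8-22 challenge near maximal dose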
# TRPC6 act: activates the mouse TRPC6 cation channel; HEK293-TRPC6 membrane potential dye fluorescence; stronger effect = higher value; B-score at 10 µM; actives 0.13% (n = 310,000);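 active = B-score of the integrated fluorescence ratio above library mean plus 3 SD, and starting fluorescence ratio within library mean plus 5 SD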;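 note: higher score means more depolarization so channel activation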
# AI-2 QS mod: Vibrio harveyi AI-2 quorum sensing modulation; Vibrio harveyi JMH597 AI-2 luminescence/OD600 ratio, 9 h; stronger effect = lower value; strain lacks LuxN and CqsS sensors; 0 = neutral-control median; activity change, % at 7.5 µM; actives 0.4% (n = 300,000); AID 2094; in the data active = activity change below about -75%, passing the limit was not always enough;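 note: luminescence divided by OD600 gain over 9 h not by final OD600 alone; inactives centre near 13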
# TRPC4 potent: TRPC4 (mouse) allosteric potentiation; Q9QUQ5; HEK293 TRPC4beta/mu-opioid, DAMGO EC20, Fluo-4 Ca2+ flux; stronger effect = higher value; B-score at 10 µM; actives 0.42% (n = 310,000); AID 2227;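 active = B-score of calcium response area above 5 SD of library B-scores, with initial fluorescence ratio within 5 SD of library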;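 note: B-score of integrated fluorescence ratio over time as area under calcium response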
# Target sequence (Q9QUQ5 whole entry, looked up): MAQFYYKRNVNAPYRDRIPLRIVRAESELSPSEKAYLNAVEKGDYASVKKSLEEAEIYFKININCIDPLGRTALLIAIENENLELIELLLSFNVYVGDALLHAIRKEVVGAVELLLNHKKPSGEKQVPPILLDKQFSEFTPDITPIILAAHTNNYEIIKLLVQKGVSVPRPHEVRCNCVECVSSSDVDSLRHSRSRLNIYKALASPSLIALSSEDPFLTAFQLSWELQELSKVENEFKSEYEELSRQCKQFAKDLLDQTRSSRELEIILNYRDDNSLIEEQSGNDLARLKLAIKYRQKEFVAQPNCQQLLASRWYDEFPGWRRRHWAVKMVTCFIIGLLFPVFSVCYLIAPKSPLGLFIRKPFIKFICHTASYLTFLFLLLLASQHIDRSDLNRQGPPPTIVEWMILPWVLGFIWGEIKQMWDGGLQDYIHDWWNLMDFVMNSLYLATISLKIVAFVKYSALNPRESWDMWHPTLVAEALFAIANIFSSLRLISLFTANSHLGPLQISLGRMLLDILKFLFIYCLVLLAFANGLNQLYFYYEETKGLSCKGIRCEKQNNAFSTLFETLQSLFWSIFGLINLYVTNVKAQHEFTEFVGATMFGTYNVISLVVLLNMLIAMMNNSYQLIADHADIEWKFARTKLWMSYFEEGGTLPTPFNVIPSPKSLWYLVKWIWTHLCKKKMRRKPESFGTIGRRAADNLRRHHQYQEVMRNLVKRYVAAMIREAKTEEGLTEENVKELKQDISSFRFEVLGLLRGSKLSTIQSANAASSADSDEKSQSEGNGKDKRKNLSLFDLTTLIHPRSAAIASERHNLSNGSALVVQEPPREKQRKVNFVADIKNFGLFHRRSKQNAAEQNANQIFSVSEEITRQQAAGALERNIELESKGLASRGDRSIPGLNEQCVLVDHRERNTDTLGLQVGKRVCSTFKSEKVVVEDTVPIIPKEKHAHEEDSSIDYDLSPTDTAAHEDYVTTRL
# MrgX1 agonist: human MrgX1 receptor agonism, primary screen; Q96LB2; MrgX1-HEK293 cells, Fluo-4 calcium fluorescence, agonist mode; stronger effect = higher value; B-score at 10 µM; actives 0.44% (n = 310,000); AID 588627;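 active = calcium response B-score plate-corrected fluorescence ratio at least 3 library SD, with starting fluorescence B-score inside 5 SD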
#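 Test system: HEK293 cells stably expressing human MrgX1 receptor; Input: fifteen thousand cells per well; Dosing: compound delivered in addition one of three; Schedule: overnight seeding, then 1 h dark dye loading; Technique: Fluo-4 NW calcium fluorescence; Measure: B-scored fluorescence response ratio; Controls: positive and negative controls per plate.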
# TRPC4 act: activators of mouse TRPC4 channel | Q9QUQ5 | HEK293 TRPC4beta/mu-opioid, Fluo4 calcium fluorescence; stronger effect = higher value | B-score at 10 µM | actives 0.49% (n = 310,000) | AID 2237;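 active = B-score above 5 SD of library B-scores, and initial fluorescence ratio not above library mean plus 5 SD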;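 note: positive B-score marks a calcium rise read as TRPC4 activation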
#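 Material: HEK293 stable line with TRPC4beta plus mu-opioid receptor; technique: Fluo4 calcium-sensitive dye fluorescence, kinetic, 1 Hz baseline; timing: Fluo4 dye loading 45 min at room temperature, 110 s recording; controls: assay buffer as low control, maximal DAMGO as high control; read-out: integrated baseline-normalised fluorescence ratio, converted to per-well B score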
# TRPC4 block: TRPC4 (mouse) channel inhibition | Q9QUQ5 | HEK293 TRPC4beta/mu-opioid, DAMGO-evoked Fluo4 calcium flux; stronger effect = lower value | B-score at 10 µM | actives 0.39% (n = 300,000) | AID 2247;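 active = B-score over 3 SD under the library average, no early fluorescence shift, positive overall ratio signal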
#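 System: stable TRPC4beta/mu-opioid receptor HEK293 cells; Dosing: single-point compound dosing; Measured by: Fluo4 Ca2+ flux fluorescence; Read-out basis: per-well B score of integrated baseline-normalized Fluo4 ratio.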
# PolyA inh: inhibitors of polyadenylation in S. cerevisiae; actives 0.02% (n = 300,000); S. cerevisiae SKY197-pL101 polyadenylation reporter, beta-gal luminescence; efflux-impaired pdr1/pdr3 knockout yeast; score 100 = 6 SD above DMSO; calls only at 12 µM;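 active = lowest replicate activity score at least 50, where 100 means six control SD above control mean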;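 note: yeast exposed to compound for 9 h at 30 °C; higher score means more reporter readthrough which indicates perturbed polyadenylation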
# * = called active by the depositor; i = inactive; / = not tested or not shown. An excerpt; the hit share may differ from the screen's.
SMILES,MrgX1 allo act,TRPC6 inh,HIF act,MrgX1 antag,TRPC6 act,AI-2 QS mod,TRPC4 potent,MrgX1 agonist,TRPC4 act,TRPC4 block,PolyA inh
O=C(CN(C(=O)c1csnn1)c1cccc(F)c1)NCc1ccc2c(c1)OCO2,i,i,0.2,i,i,23.3,i,i,i,i,i
C1CCN=C(NC23CC4CC(CC(C4)C2)C3)CC1,i,i,-0.1,i,i,22.1,i,i,i,i,i
Cc1ccc(CNC(=O)C2C3C=CC(C3)C2C(=O)O)cc1 (stereo not given),i,i,1.2,i,i,14.2,i,i,i,i,i
N#C/C(=N\Nc1ccc(F)cc1)C(=N)N1CCCCC1,i,i,/,i,i,2.4,i,i,i,i,i
O=C1NC(=S)S/C1=C/c1ccc(N2CCOCC2)o1,i,i,/,i,i,-4.3,i,i,i,i,i
Cc1cc(OCC(=O)NCc2cccnc2)c2c(C)c(Cc3ccccc3)c(=O)oc2c1,i,i,0.6,i,i,/,i,i,i,i,i
O=C(NCc1csc(-c2cccs2)n1)C1CCC1,i,i,/,i,i,21.2,i,i,i,i,i
Cc1ccc(C2N(C)C(=O)c3ccccc3N2C)cc1 (stereo not given),i,i,-0.3,i,i,13.9,i,i,i,i,i
O=C(Nc1nnc(CC2=CCCCC2)s1)c1cccs1,i,i,1.4,i,i,27.3,i,i,i,i,i
C=C(C)C1CC=C(C)/C(=N/NC(=O)c2ccc(NC(=O)CC)cc2)C1 (stereo not given),i,i,0.2,i,i,18.1,i,i,i,i,i
S=c1cnc2ccccc2[nH]1,i,i,0.1,i,i,41.1,i,i,i,i,i
CCOC(=O)c1oc2ccc(CNCCO)c(Cl)c2c1C,i,i,1.7,i,i,28.6,i,i,i,i,i
CC1Sc2ccc(S(=O)(=O)CCC(=O)Nc3ccccc3Cl)cc2NC1=O (stereo not given),i,i,1.1,i,i,4.6,i,i,i,i,i
Cc1ccc(NC(=O)CSc2nc(O)c(Cc3ccccc3)c(=O)n2-c2ccccc2)cc1,i,i,0.1,i,i,18.1,i,i,i,i,i
CCOC(=O)CCCNC(=O)COC(=O)CCC(=O)c1ccc(F)cc1,i,i,-0.9,i,i,21.5,i,i,i,i,i
CCN1CCN(CC(=O)Nc2ccc(S(=O)(=O)N3C(C)CCCC3C)cc2)CC1 (stereo not given),i,i,-0.1,i,i,11.9,i,i,i,i,/
CN(C(=O)CSc1nnc(-c2ccccc2)n1C)C1CCS(=O)(=O)C1 (stereo not given),i,i,-0.4,i,i,4.9,i,i,i,i,i
Cc1ccc(S(=O)(=O)N[C@@H](CO)C(=O)N[C@@H](Cc2ccc(O)cc2)C(=O)O)cc1,i,i,0.3,i,i,6.0,i,i,i,i,i
O=C(CSc1nnc(COc2ccccc2)o1)N1CCCCC1,i,i,0.7,i,i,5.5,i,i,i,i,i
CCOC(=O)CSc1ncnc2c1nnn2-c1ccc(F)cc1,i,i,-0.4,i,i,11.0,i,i,i,i,i
CCCCCC(=O)Nc1ncc2c(n1)CC(c1cccs1)CC2=O (stereo not given),i,i,/,i,i,20.9,i,i,i,i,i
CC(NCC1COc2ccccc2O1)C(=O)NCc1ccccc1 (stereo not given),i,i,-0.1,i,i,-7.3,i,i,i,i,i
COc1ccc(-c2onc(C)c2C)cc1S(=O)(=O)NCCc1ccco1,i,i,-0.1,i,i,26.0,i,i,i,i,i
CC(=O)NNC(=O)C(O)(c1ccccc1)c1ccccc1,i,i,0.0,i,i,18.0,i,i,i,i,i
Nc1nc(-c2cccnc2)nn1C(=O)c1ccc(F)cc1,/,i,-0.4,/,i,21.5,i,/,i,i,i

# Next records:
SMILES,MrgX1 allo act,TRPC6 inh,HIF act,MrgX1 antag,TRPC6 act,AI-2 QS mod,TRPC4 potent,MrgX1 agonist,TRPC4 act,TRPC4 block,PolyA inh
C=CCOc1c(Br)cc(/C=N/O)cc1OCC,i,i,-0.1,i,i,2.0,i,i,i,i,i
COCCNC(=S)N1CCN(C/C=C/c2ccccc2)CC1,i,i,-4.5,i,i,4.2,i,i,i,i,i
COc1ccc(C(=O)Oc2ccc(F)cc2C(=O)/C=C/c2ccc(OC)c(OC)c2)cc1,i,i,0.4,i,i,20.3,i,i,i,i,i
Cn1cnc([N+](=O)[O-])c1Sc1ncn[nH]1,i,i,-0.6,i,i,8.7,i,i,i,i,i
Nc1nonc1-n1nnc(C(=O)N/N=C/c2ccccn2)c1-c1ccccc1,/,i,0.2,/,i,25.9,i,/,i,i,i
CC(C)(O)C1=NOC(c2ccccc2)C1 (stereo not given),i,i,0.0,i,i,11.1,i,i,i,i,i
COC(=O)c1cc(C(=O)Nc2ccc(S(=O)(=O)NC(C)(C)C)cc2)cc([N+](=O)[O-])c1,i,i,0.2,i,i,14.4,i,i,i,i,i
CCCC(C)NC(=O)CSc1nc(-c2ccccc2)cn1N (stereo not given),i,i,0.2,i,i,11.6,i,i,i,i,i
O=[N+]([O-])c1cccnc1N1CCN(Cc2ccc3c(c2)OCO3)CC1,i,i,2.8,i,i,9.8,i,i,i,i,i
COC(=O)c1cc(S(=O)(=O)N(C)Cc2ccco2)c[nH]1,i,i,-0.3,i,i,21.5,i,i,i,i,i
Cc1cc(C)nc(Nc2nc(-c3ccccc3)cs2)n1,i,i,-0.4,i,i,11.2,i,i,i,i,i
CCOC(=O)c1cc(NC(=O)CSCCO)ccc1Cl,i,i,-32.2,i,i,16.3,i,i,i,i,i
O=C(Nc1ccc(C(F)(F)F)cc1)c1csc(-c2ccncc2)n1,i,i,-0.5,i,i,1.0,i,i,i,i,i
CN1C(=O)CSC1=NCC12CC3CC(CC(C3)C1)C2,i,i,-0.6,i,i,17.6,i,i,i,i,i
O/N=C/c1ccc(-c2cc(Cl)ccc2Cl)o1,i,i,0.3,i,i,15.2,i,i,i,i,i
CCCCOc1ccc(Nc2cc(Cl)ccc2C(=O)O)cn1,i,i,-57.6,i,i,34.4,i,i,i,-7*,i
O=C(/C=C/c1ccc2c(c1)OCCO2)N1CCN(c2ccc(F)cc2)CC1,i,i,1.0,i,i,15.7,i,i,i,i,i
Cc1ccc(NC(=O)COC(=O)C2CC2(Cl)Cl)cc1C (stereo not given),i,i,-0.3,i,i,-8.8,i,i,i,i,i
CCOc1ccc(S(=O)(=O)N2CCN(c3ccccc3F)CC2)c2cccnc12,i,i,-1.3,i,i,5.4,i,i,i,i,i
Cc1ccc(C(=O)NCCc2ccc(S(=O)(=O)N3CCCC3)cc2)cc1,i,i,-0.2,i,i,-79.3*,i,i,i,i,i
CC(NC(=O)c1ccccc1)c1nnc(SCc2nc3ccccc3c(=O)[nH]2)n1C (stereo not given),i,i,-0.4,i,i,15.8,i,i,i,i,i
O=C(COc1ccc([N+](=O)[O-])cc1)NNC(=O)Nc1cccc(F)c1,i,i,0.0,i,i,7.5,i,i,i,i,i
COCCSc1ccccc1C(=O)Nc1ccc(S(=O)(=O)N2CCOCC2)cc1,i,i,-14.5,i,i,9.9,i,i,i,i,i
COc1ccc(Cl)cc1NC(=O)CCN1CCN(Cc2ccccc2)CC1,i,i,-0.4,i,i,11.2,i,i,i,i,i
CC(C)(CC(=O)O)CC(=O)N1CCN(c2nc3ccc(Cl)cc3s2)CC1,i,i,-59.1,i,i,49.6,i,i,i,i,i

# The list continues.
SMILES,MrgX1 allo act,TRPC6 inh,HIF act,MrgX1 antag,TRPC6 act,AI-2 QS mod,TRPC4 potent,MrgX1 agonist,TRPC4 act,TRPC4 block,PolyA inh
O=C(C1CCN(S(=O)(=O)c2ccc(Br)cc2)CC1)N1CCOCC1,i,i,-0.4,i,i,5.9,i,i,i,i,i
COc1cc2c(cc1OC)CN(c1ccc(C(F)(F)F)cn1)CC2,i,i,1.5,i,i,14.7,i,i,i,i,i
COc1ccc(/C=N\NC(=O)c2ccc(-c3ccccc3)cc2)cc1COC(C)=O,i,i,-0.4,i,i,4.7,i,i,i,i,i
CN(c1ccc(C(=O)N2CCN(c3ccc(F)cc3)CC2)cc1)S(C)(=O)=O,i,i,0.2,i,i,12.9,i,i,i,i,i
CC(=O)Nc1ccc(OC(=O)c2ccc(Br)c([N+](=O)[O-])c2)cc1,i,i,-0.2,i,i,14.9,i,i,i,i,i
CN(C)S(=O)(=O)c1ccc(NC(=O)CCNC(=O)c2ccc([N+](=O)[O-])cc2)cc1,i,i,-0.1,i,i,27.6,i,i,i,i,i
CCCc1nnc(SCC(=O)N2CCOCC2)n1CC1CCCO1 (stereo not given),i,i,0.0,i,i,22.7,i,i,i,i,i
O=C(c1n[nH]c2ccccc12)N1CCCCC1,i,i,0.0,i,i,20.7,i,i,i,i,i
CCCCCC(=O)OCCc1c(C)nc2nc[nH]n2c1=O,i,i,0.3,i,i,38.6,i,i,i,i,/
Cc1nc(C)c(C(=O)Nc2cccc(Cl)c2)o1,i,i,0.2,i,i,18.2,i,i,i,i,i
Cc1cc(C)n(-c2nc(-c3ccc(Cl)c(Cl)c3)cs2)n1,i,i,1.4,i,i,19.5,i,i,i,i,i
CCc1nnc(NC(=O)CCn2cnc3ccccc3c2=O)s1,i,i,-0.3,i,i,-40.2,i,i,i,i,i
CC(=O)c1cccc(NC(=O)CO/N=C2/CCCc3nonc32)c1,i,i,-0.1,i,i,15.5,i,i,i,i,i
Cc1onc(-c2ccccc2Cl)c1C(=O)Nc1ccccc1N1CCOCC1,i,i,-0.3,i,i,4.1,i,i,i,i,i
COc1ccc(C(=O)N2CCOCC2)cc1Br,i,i,0.7,i,i,8.2,i,i,i,i,i
CC(C)CNC(=O)COC(=O)/C=C/c1ccccc1[N+](=O)[O-],i,i,-0.2,i,i,10.3,i,i,i,i,i
NC(=O)c1cnn2c(-c3cccc(C(F)(F)F)c3)ccnc12,i,i,0.0,i,i,18.6,i,i,i,i,i
COc1ccc(N(C(C)C(=O)NN=C2CCCC2)S(C)(=O)=O)cc1 (stereo not given),i,i,0.0,i,i,2.2,i,i,i,i,i

# Source: PubChem (several laboratories)
